High-throughput results from PubChem.
Apaf1 inhib: inhibitors of human Apaf-1 apoptosome. reconstituted apoptosome caspase-3 activity, DEVD-Rh110 fluorescence. O14727. inhibition, % at 20 µM. 0.71% of 330,000 active; active = inhibition of at least 40% at 20 µM;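 also: plate controls were DMSO wells for no effect and DEVD-CHO caspase inhibitor wells for full effect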
Target sequence (O14727 whole entry, looked up): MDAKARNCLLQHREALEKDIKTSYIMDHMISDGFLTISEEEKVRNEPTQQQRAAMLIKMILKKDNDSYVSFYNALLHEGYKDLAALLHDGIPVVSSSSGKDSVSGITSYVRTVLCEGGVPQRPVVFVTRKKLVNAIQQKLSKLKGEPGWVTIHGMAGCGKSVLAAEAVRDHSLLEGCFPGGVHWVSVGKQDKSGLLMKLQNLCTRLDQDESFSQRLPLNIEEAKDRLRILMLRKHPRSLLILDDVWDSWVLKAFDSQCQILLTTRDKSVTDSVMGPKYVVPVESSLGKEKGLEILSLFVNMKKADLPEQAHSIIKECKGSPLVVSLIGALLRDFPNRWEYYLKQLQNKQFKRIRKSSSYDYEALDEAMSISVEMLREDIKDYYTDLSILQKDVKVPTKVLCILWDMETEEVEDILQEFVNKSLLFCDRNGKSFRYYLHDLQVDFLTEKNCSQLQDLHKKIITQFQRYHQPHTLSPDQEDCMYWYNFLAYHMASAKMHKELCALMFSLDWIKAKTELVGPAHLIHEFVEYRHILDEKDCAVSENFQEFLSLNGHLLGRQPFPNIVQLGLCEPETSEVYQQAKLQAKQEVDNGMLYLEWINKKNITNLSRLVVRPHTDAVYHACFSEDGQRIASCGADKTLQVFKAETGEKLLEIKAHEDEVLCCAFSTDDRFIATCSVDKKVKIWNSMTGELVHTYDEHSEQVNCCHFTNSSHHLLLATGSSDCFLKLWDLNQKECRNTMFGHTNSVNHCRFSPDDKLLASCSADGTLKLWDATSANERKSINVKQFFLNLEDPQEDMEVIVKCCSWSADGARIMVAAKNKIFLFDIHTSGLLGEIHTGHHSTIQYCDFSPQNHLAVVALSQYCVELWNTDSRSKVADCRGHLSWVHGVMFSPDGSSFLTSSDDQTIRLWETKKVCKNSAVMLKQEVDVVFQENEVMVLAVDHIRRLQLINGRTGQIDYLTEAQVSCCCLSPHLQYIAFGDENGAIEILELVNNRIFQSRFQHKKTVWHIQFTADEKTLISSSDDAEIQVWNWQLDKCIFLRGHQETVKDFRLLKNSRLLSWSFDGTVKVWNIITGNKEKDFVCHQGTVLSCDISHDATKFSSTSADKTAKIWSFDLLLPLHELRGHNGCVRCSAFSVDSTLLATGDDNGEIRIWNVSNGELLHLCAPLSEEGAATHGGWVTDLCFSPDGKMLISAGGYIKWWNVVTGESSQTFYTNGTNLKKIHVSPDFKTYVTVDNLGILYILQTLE
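System: Apoptosome proteins | Medium: Hepes pH 7.5 with detergent and BSA | Also added: Cytochrome c trigger plus (Z-DEVD)2-Rh110 caspase-3 substrate | Incubation: 30 min compound preincubation, 50 min activation, room temperature | Detection: Rhodamine 110 fluorescence at Ex 480/Em 540 nm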
Gli-Sufu block: Gli-Sufu pathway antagonism; Sufu-KO-LIGHT fibroblasts, Gli luciferase reporter luminescence; inhibition, % at 5 µM; 0.74% of 340,000 active;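 active = inhibition above about 55%, limit read from the data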;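 also: 0% = DMSO-treated cells and 100% = wells with medium but no cells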
SENP7 block: inhibitors of human SENP7 protease. 1.5% of 330,000 active. inhibition, % at 5 µM. Q9BQF6. recombinant SENP7, Z-RLRGG-aminoluciferin luminescence, 40 min;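 active = inhibition above about 50% at the single test dose, limit read from the data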;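 also: plate controls were DMSO with enzyme for no effect and no enzyme buffer wells for full effect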
697 NFkB inh: inhibitors of the PMA/ionomycin-induced NF-kB reporter in 697 B cells. inhibition, % at 4 µM. 697 B-cell NF-kB luciferase reporter, 16 h. 0.33% of 330,000 active; in the data active = inhibition above about 35%
Jurkat NFkB inh: lowers PMA/ionomycin-induced NF-kB signal in Jurkat cells; PMA/ionomycin-induced NF-kB luciferase reporter, luminescence; inhibition, % at 4 µM; 0.53% of 330,000 active; AID 435003
SENP8 block: blocks the human protease SENP8. Q96LD8. purified SENP8, Z-RLRGG-aminoluciferin cleavage, luminescence. inhibition, % at 10 µM. 1.2% of 330,000 active. AID 2540
UBC13 inh: blocks human UBC13 polyubiquitin chain formation. P61088. TR-FRET. inhibition, % at 20 µM. 0.47% of 330,000 active; in the data active = inhibition above about 45%, passing the limit was not always enough; inconclusive = no clear call, values can overlap the other calls
HKDC1 inh: inhibitors of human hexokinase HKDC1 | recombinant HKDC1, G6PDH/diaphorase resazurin coupled fluorescence | AID 493160 | 0.16% of 340,000 active | inhibition, % at 20 µM | Q2TB90;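 active = inhibition above about 35% when tested at 20 µM, limit read from the data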;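 also: plate controls were DMSO wells with enzyme for no effect and DMSO wells lacking enzyme for full effect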
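Test system: Recombinant HKDC1 (HK5) hexokinase enzyme, produced in-house | Input: HKDC1 at 5 µg/mL | Buffer or medium: Tris pH 8.0 buffer with MgCl2, Tween-20, BSA, BME | Schedule: 90 min reaction incubation at room temperature, dark | Technique: Resazurin-to-resorufin fluorescence via G6PDH and diaphorase coupling, 525/613 nm | Controls: DMSO wells with and without enzyme mix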
* = called active by the depositor; ? = inconclusive; . = not tested or not shown. Rule as the data show it, unless noted: active = inhibition above about 50%; inactive = the rest.

mol,Apaf1 inhib,Gli-Sufu block,SENP7 block,697 NFkB inh,Jurkat NFkB inh,SENP8 block,UBC13 inh,HKDC1 inh
COc1cc(/C=C/C(=O)O)ccc1OS(=O)(=O)c1ccc(C)cc1,4,-10,-1,4,17,-7,2,-1
Clc1ccc(OCCOCCN2CCc3ccccc3C2)c(Cl)c1,6,8,6,0,2,5,27,-5
N#CCSCC(=O)Nc1ccc(F)cc1,-11,-2,21,-6,4,-5,-3,-2
CCOC(=O)C(NC(=O)c1ccccc1)(Nc1cc(C)on1)C(F)(F)F (configuration not stated),10,1,-7,-12,-6,-2,8,2
COc1ccc(CC(=O)NCc2nnc(SCC(=O)Nc3ncc(C)s3)n2C)cc1,-2,-5,5,10,0,3,2,-3
CC(CNC(=O)COC(=O)c1cccnc1Cl)c1ccccc1 (configuration not stated),-2,-16,-2,-4,14,5,-2,-7
Nc1ccc(S(=O)(=O)Nc2ccc(Cl)nn2)cc1,-14,1,-3,-5,-9,-7,?,-5
CN(C(=O)COc1nnc(-c2cccs2)c(-c2cccs2)n1)c1ccccc1,25,0,-10,3,1,-4,-27,-2
Cc1ccc(N2CCN(S(=O)(=O)N3CCCCC3)CC2)c(C)c1,13,8,-2,3,1,10,-2,-3
Nc1nc(SCc2cccc(Br)c2)n[nH]1,2,-3,0,-4,0,11,1,25
COc1ccc(CNC(=O)CNC(=O)c2ccc(C(C)(C)C)cc2)cc1OC,8,1,0,-16,-31,1,-3,0
COc1ccc(C)cc1NC(=O)CCC(=O)Nc1nnc(C(F)(F)F)s1,13,3,-5,15,0,-4,-4,-9
CCOc1cc(-n2cnnn2)c(OCC)cc1NC(=O)c1cnccn1,-18,4,0,28,18,-1,-3,-1
COc1cccc(-c2nc3ccccc3c(=O)o2)c1,2,-6,29,-6,1,-16,6,-1
CCOC(=O)c1ccc(NC2c3ccccc3C(=O)N2c2ccc(C)cn2)cc1 (configuration not stated),17,-3,7,-8,-10,-7,1,-6
COC(=O)c1nnn(-c2ccc(Cl)c(Cl)c2)c1C(=O)OC,-11,.,-4,17,-3,13,5,-1
O=C(CNC(=O)c1ccc(Br)cc1)Nc1ccc2c(c1)CCC2,-2,6,11,-7,-4,0,-14,3
O=C(CCS(=O)(=O)Cc1ccccc1)NCC1CCCO1 (configuration not stated),-8,43,-3,15,-2,-1,2,7
Cc1ccc(S(=O)(=O)/N=C(\c2ccccc2)N(C)S(=O)(=O)c2ccccc2)cc1,2,-8,9,9,2,1,16,-6
Cc1cc(C)n(C(=O)CCNC(=O)c2ccccc2Cl)n1,-13,4,8,16,16,2,2,-5
Cc1ccc(/C=C2\SC(=S)N(CCC(=O)Nc3ccc(O)cc3)C2=O)cc1,-15,5,-3,-11,6,2,-10,1
Nc1cc(N)nc(SCCOc2ccccc2)n1,-16,-51,24,-12,-25,0,6,-9
COc1ccc(C(C)=O)cc1CSc1nncn1C,-7,16,1,13,-5,1,4,0
CCc1nn(CC(=O)NCc2ccccc2Cl)c(=O)c2cccn12,-2,-2,1,-8,8,-4,8,-3
COc1cccc(C(C(=O)NC2CCCC2)N(Cc2ccco2)C(=O)c2ccco2)c1OC (configuration not stated),-2,14,3,0,7,2,7,-1

Brought forward from above: 3 compounds, then new ones.
mol,Apaf1 inhib,Gli-Sufu block,SENP7 block,697 NFkB inh,Jurkat NFkB inh,SENP8 block,UBC13 inh,HKDC1 inh
COc1ccc(C(C)=O)cc1CSc1nncn1C,-7,16,1,13,-5,1,4,0
CCc1nn(CC(=O)NCc2ccccc2Cl)c(=O)c2cccn12,-2,-2,1,-8,8,-4,8,-3
COc1cccc(C(C(=O)NC2CCCC2)N(Cc2ccco2)C(=O)c2ccco2)c1OC (configuration not stated),-2,14,3,0,7,2,7,-1
CCC(=O)Nc1cccc(NC(=O)c2ccccc2Br)c1,-5,-9,0,20,-1,6,1,-6
O=c1[nH]c(Nc2ccccc2Cl)cc2ccccc12,98*,-5,92*,-5,-5,96*,-61,10
Nc1nccnc1C(=O)OCC(=O)NC1CCCc2ccccc21 (configuration not stated),4,-6,-6,-2,-2,3,9,2
Cc1ccc(N=C2SCCCN2C(=O)c2ccco2)cc1Cl,-8,-11,-2,-10,-5,-9,4,3
CCOC(=O)c1cc(COc2cc(Cl)cc(Cl)c2)on1,-3,7,-4,3,7,-6,5,-3
COc1ccccc1NS(=O)(=O)c1cccc(NC(=O)c2cncc(Br)c2)c1,7,-4,5,-35,-10,-2,9,1
Nc1nonc1-n1nnc(C(=O)N/N=C/c2cccc(Cl)c2)c1CSc1ccccc1,18,8,-6,-18,5,-9,-15,-5
COc1ccc(Cl)cc1NC(=S)NCCc1ccc(S(N)(=O)=O)cc1,-3,-16,1,20,11,5,7,-10
CCOC(=O)C1(Cc2ccccc2C(F)(F)F)CCN(C2CCN(C(C)C)CC2)CC1,3,24,0,-1,-3,-5,22,-3
CC(/C=C/c1ccccc1)=N/NC(=O)c1cnccn1,3,-9,-1,-13,-13,-1,-3,5
Cc1ccc(-c2csc3ncnc(N4CCN(S(=O)(=O)c5cccs5)CC4)c23)cc1,17,9,-7,12,-14,-8,-13,-2
CN(CC(=O)Nc1ccccc1C(F)(F)F)C(=O)CN1C(=O)C2CCCCC2C1=O (configuration not stated),-3,-20,-8,-16,-14,9,-2,-4
CCOC(=O)C1CCCC(NS(=O)(=O)c2ccc(NC(C)=O)cc2)C1 (configuration not stated),-14,-7,0,2,2,5,4,-13
Cc1ccc(S(=O)(=O)N(C)C)cc1NC(=S)N(CCC#N)Cc1cccnc1,-5,8,3,10,7,6,0,-8
COc1ccc(S(=O)(=O)Nc2ccc(C)cc2)cc1OC,5,-2,-4,11,-14,-2,12,-9
Cc1c(Cl)ccc2sc(NC(=O)C3CC3)nc12,8,-16,-5,-10,-4,-24,6,-6
CCOC(=O)c1cc(-c2cccnc2)nn1-c1ccccc1C,-22,-8,-1,4,-3,-4,-2,1
Cc1ccc(Cl)cc1N1CCN(S(=O)(=O)c2cccc(S(=O)(=O)N3CCCC3)c2)CC1,5,2,-3,3,-2,-2,-7,-3
Cc1nc(SCC(=O)NCCc2ccccc2)nc(C)c1C,7,-2,7,6,-4,-4,2,-7
CCOc1ccccc1-n1nnnc1SCC(=O)NCC1(N2CCOCC2)CCCCC1,4,-26,-3,-13,-14,-11,-6,3
Cc1ccc(N2CC(C(=O)NC3CCC(C)CC3)CC2=O)cc1 (configuration not stated),8,4,6,-8,6,5,3,-1
C=CCn1c(SCC(=O)c2ccc(OC)cc2)nnc1-c1cc2cccc(OC)c2o1,-1,3,-14,-15,-2,-1,-6,-5
COc1ccc(Nc2nc(-c3ccccc3)cs2)cc1,1,-95,96*,-364,-267,83*,2,19
CC(=O)OCCOCn1cnn2c(=O)c(Br)c(C)nc12,-23,7,10,-4,11,5,2,-4
Cc1ccc2cccc(SCC(=O)Nc3ccc(F)cc3)c2n1,3,4,-3,-15,-4,-18,5,0
O=[N+]([O-])c1ccc2c(c1)/C(=N\O)c1ccccc1-2,-22,-17,4,-22,16,6,-6,-1
C/C(=N\O)C(=O)NCCN1CCCCC1,-24,-4,3,26,5,3,1,-13
COc1cccc(C2C3=C(CCCC3=O)Nc3[nH]n(-c4ccccc4)c(=O)c32)c1 (configuration not stated),2,4,-4,12,8,-5,-4,-12
COc1ccccc1NC(=O)CCc1nc2ccccc2s1,2,-5,5,3,-13,-5,12,-6
NC(=O)C1(N2CCCCC2)CCN(C2CC(=O)N(CCc3ccccc3)C2=O)CC1 (configuration not stated),4,-1,3,15,-1,2,5,-4
COc1ccc(/C=N/N=C2/NC(=O)C(CC(=O)O)S2)cc1OCc1ccc(Cl)cc1 (configuration not stated),5,-6,-8,17,2,-15,-15,-6
COc1cc(N)c(Cl)cc1Cl,-3,-8,-5,8,20,-10,0,-3
CCC(CC)c1nn2c(N)c(/C=C3\C(C)=Nc4ccccc43)c(=O)nc2s1,17,14,5,2,-12,1,-2,2
CN1CCN(C(=O)c2cccn(Cc3c(Cl)cccc3Cl)c2=O)CC1,-1,-34,-3,-2,8,-1,3,0
COCCCn1c(SCC(=O)NC2CCCCC2)nnc1-c1ccncc1,1,-16,-16,-3,-20,-7,-19,-7
COc1ccccc1-c1cn[nH]c1-c1ccc(OCc2ccc(F)cc2)cc1O,23,4,-3,11,-3,-4,6,0
CNC(=O)COC(=O)C1CCN(S(=O)(=O)c2ccc3c(c2)OCCO3)CC1,-2,2,1,-4,0,2,0,-3
O=C(CCCn1cnc([N+](=O)[O-])n1)Nc1ccc(Cl)c(Cl)c1,1,7,8,21,22,-2,4,-10
CN1CCCC(CC2Oc3ccccc3Sc3ccccc32)C1 (configuration not stated),9,17,1,-33,4,-7,19,-6
C=CCN=Cc1sc2ccc(OCC)cc2c1O,-4,.,1,-68,-9,-8,-10,.
CCOC(=O)C1C(=O)CC(C)(O)C(C(=O)OCC)C1c1ccc(OC)cc1 (configuration not stated),-5,-6,2,5,-6,-4,6,-8
CC(C)OCCCn1c(=NC(=O)c2cccs2)c(C#N)cc2c(=O)n3ccccc3nc21,-18,8,-1,1,-7,-2,6,5
O=C(COC(=O)c1cc(Cl)ccc1O)Nc1cc(C(F)(F)F)ccc1N1CCOCC1,8,4,-12,-1,-3,12,17,-2
COc1ccc(/C=C(\NC(=O)c2ccc(OC)cc2)C(=O)N2CCCCC2)cc1,-9,30,4,4,-16,-4,-7,-1
CN(CCOc1ccccc1)C(=O)c1cc(S(=O)(=O)N2CCOCC2)ccc1Cl,5,7,-7,13,13,-7,1,-6
O=C(CSc1nnc(CNC(=O)c2cccs2)o1)Nc1ccc(F)cc1F,-12,-5,3,5,7,-2,-3,2
